Compound activity as filed in PubChem BioAssay.
FBW7 activator – human FBW7 E3 ligase activation, primary screen | Q969H0 | AID 1259310 | AlphaScreen FBW7–phospho-cyclin E peptide binding, activator screen | normalized activity (activation), % at 26.1 µM | 0.13% of 650,000 active; in the data active means normalized activity above about 1.9%;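 further: purified mutant Fbw7 with reduced substrate affinity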
MITF primary – inhibitors of human MITF. 0.91% of 650,000 active. O75030. inhibition, % at 2.6 µM. AlphaScreen MITF homodimerization, bead proximity signal; in the data active means inhibition above about 50%;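 further: 0% = vehicle wells with protein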
Target sequence (O75030 whole entry, looked up): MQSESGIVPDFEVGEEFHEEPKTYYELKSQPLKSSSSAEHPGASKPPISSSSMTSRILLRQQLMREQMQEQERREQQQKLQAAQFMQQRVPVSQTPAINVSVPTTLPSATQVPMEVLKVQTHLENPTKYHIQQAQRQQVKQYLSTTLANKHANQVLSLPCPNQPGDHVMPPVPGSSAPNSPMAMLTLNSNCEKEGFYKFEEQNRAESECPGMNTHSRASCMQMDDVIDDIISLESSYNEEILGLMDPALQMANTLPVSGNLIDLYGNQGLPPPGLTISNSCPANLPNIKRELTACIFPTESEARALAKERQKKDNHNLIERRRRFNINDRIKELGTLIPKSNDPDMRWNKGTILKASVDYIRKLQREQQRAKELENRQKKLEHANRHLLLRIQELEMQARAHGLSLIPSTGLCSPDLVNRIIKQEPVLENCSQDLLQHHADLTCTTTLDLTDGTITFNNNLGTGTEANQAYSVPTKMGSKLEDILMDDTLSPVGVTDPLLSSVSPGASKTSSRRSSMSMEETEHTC
GPR151 activ – activators of human GPR151. AID 1508602. 1% of 650,000 active. Q8TDV0. PathHunter beta-arrestin GPR151 cells, luminescence. activation, % at 11.2 µM; in the data active means activation above about 4.9%;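 further: 0% = median of compound wells and 100% = cells with positive control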
Target sequence (Q8TDV0 whole entry, looked up): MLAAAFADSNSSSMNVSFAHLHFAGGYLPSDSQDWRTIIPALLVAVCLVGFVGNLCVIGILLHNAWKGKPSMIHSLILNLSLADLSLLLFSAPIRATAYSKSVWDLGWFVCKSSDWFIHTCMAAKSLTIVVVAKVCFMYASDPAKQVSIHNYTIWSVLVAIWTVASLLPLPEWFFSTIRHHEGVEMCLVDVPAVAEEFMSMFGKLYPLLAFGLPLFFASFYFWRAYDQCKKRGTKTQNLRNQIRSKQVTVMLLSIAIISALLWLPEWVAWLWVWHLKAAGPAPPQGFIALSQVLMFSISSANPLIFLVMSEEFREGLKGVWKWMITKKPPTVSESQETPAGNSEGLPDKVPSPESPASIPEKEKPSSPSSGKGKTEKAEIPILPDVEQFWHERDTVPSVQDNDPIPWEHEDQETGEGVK
TEAD-YAP inh – TEAD-YAP interaction inhibition | inhibition, % at 9.12 µM | AID 1259422 | HEK-TIYL cells, TEAD-Gal4/YAP UAS-luciferase luminescence | 1.4% of 640,000 active; in the data active means inhibition above about 32%;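 further: 0% = median of test compound wells and 100% = reference inhibitor wells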
* marks the source's active call; other numbers are inactive results; . = no result given; & = joins results of further samples; ! = not active in a repeat. Not all compounds are listed; rates above refer to the full screens.

Compound	FBW7 activator	MITF primary	GPR151 activ	TEAD-YAP inh
COc1cc(C(=O)Nc2cc(Cl)c([N+](=O)[O-])cc2C)cc(OC)c1OC	-0.2	-2	-0.4	5
OC1(C#CCCN2CCCCC2)c2ccccc2-c2ccccc21	0.0	-11	2.7	-4
CCC(C(=O)O)[n+]1c(C)cc(C)cc1C (configuration not stated)	0.1	-1	-1.0	-3
CN(Cc1ccccc1)Cc1ccccc1OC(=O)N(C)C	0.0	-7	-0.6	-11
O=C(COc1cc(Cl)ccc1Cl)Nc1ccc(Cl)cc1C(=O)c1ccccc1	0.6	0	-1.0	-9
CCOC(=N)Cc1c[nH]c2ccccc12	1.2	6	0.2	6
COc1ccccc1NC(=O)c1cn(CCC#N)nc1-c1ccc(F)cc1	0.2	-6	0.8	8
Cc1cccn2c(=O)c3cc(C(=O)N4CCC5(CC4)OCCO5)n(C)c3nc12	0.3	15	-1.6	8
CCC(=O)c1ccc(OC(=O)N(C)c2ccccc2)cc1	0.1	2	-0.5	-2
Cc1ccc2c(c1)C1CN(C)CCC1N2C(=O)C(C)C (configuration not stated)	0.6	-21	0.8	10
O=C1NC(=O)N(Cc2ccccc2)C(=O)/C1=C/C=C/c1ccccc1	0.0	7	2.2	-3
N#Cc1ccc(C2NCc3ccccc3-n3cccc32)cc1 (configuration not stated)	-0.2	10	1.2	8
COc1ccccc1CN1CCN(Cc2cccc(C)c2)CC1	-0.1	69*	-1.6	-7
CN(C)Cc1c[nH]c2ccc([N+](=O)[O-])cc12	0.1	-15	-1.0	-9
CCOc1ccc(CN2CCN(CCO)CC2)cc1	-0.2	42	1.9	-3
O=C(O)c1[nH]c2ccccc2c1CC(=O)N1CCN(Cc2ccc3c(c2)OCO3)CC1	0.0	-4	-2.2	-3
CC(=O)NC1C(OC2OC(CC(O)C3OC(n4ccc(=O)[nH]c4=O)C(O)C3O)C(O)C(O)C2NC(=O)/C=C\CCCCCCCCCC(C)C)OC(CO)C(O)C1O (configuration not stated)	0.1	-3	0.1	64*
COc1ccc(CCNC2CCCC(C)C2)cc1 (configuration not stated)	0.0	-19	-0.2	4
Cc1[nH]c2c(C)ccc(C)c2c1CCN	0.0	30	2.1	4
CC(C)N1CCN(Cc2ccc(Br)cc2)CC1	0.0	26	1.1	-3

Fetched by structure from the list above:
Compound	FBW7 activator	MITF primary	GPR151 activ	TEAD-YAP inh
CN(Cc1ccccc1)Cc1ccccc1OC(=O)N(C)C	0.0	-7	-0.6	-11
O=C(O)c1[nH]c2ccccc2c1CC(=O)N1CCN(Cc2ccc3c(c2)OCO3)CC1	0.0	-4	-2.2	-3
O=C(COc1cc(Cl)ccc1Cl)Nc1ccc(Cl)cc1C(=O)c1ccccc1	0.6	0	-1.0	-9

More compounds
Compound	FBW7 activator	MITF primary	GPR151 activ	TEAD-YAP inh
COc1ccc(OC)c(N2Cc3ccccc3C2=N)c1	0.0	-14	5.9*	-11
CCCCC/C=C\C/C=C\C/C=C\C/C=C\CCCC(=O)N[C@H](C)COP(=O)(O)O	.	4	-0.7	.
O=c1[nH]c2cc(N3CCNCC3)c([N+](=O)[O-])cc2[nH]1	-0.1	3	0.5	10
O=c1c2ccccc2nc(/C=C/c2ccc(O)cc2)n1-c1ccccc1	-0.1	-3	-0.2	6
N=C1c2ccccc2CN1c1ccc([N+](=O)[O-])c(C(F)(F)F)c1	-0.1	8	-1.1	-42
O=C(CN1C2CCC1CC(O)(c1ccco1)C2)N1c2ccccc2Sc2ccccc21 (configuration not stated)	-0.2	-1	-0.1	-6
CN1CCN(c2ccc([N+](=O)[O-])c(Sc3ccccn3)c2)CC1	0.0	17	-0.3	5
CCOC(=O)c1ccc(P(=S)(CC)CC)cc1	0.4	3	0.6	-4
CC1CCN(c2nc3ccc(C(=O)N4CCC5(CC4)OCCO5)cc3s2)CC1	0.1	7	-0.5	-66
CCN1C[C@]2(COC(=O)c3ccccc3N3C(=O)C[C@H](C)C3=O)CC[C@H](OC)[C@@]34C2[C@H](OC)[C@](O)(C13)[C@@]1(O)C[C@H](OC)[C@H]2C[C@@H]4[C@@H]1[C@H]2OC	0.6&-0.1	3&34	-1.4&-0.1	3
CCOC(=O)C1C2NC(=S)N(c3cccc(Cl)c3)C1(C)Oc1ccc(Br)cc12 (configuration not stated)	-0.3	2	1.7	3
O=C(Nc1ccc(Br)cc1C(=O)c1ccccc1Cl)c1cccc(Oc2ccccc2)c1	-0.1	-19	0.3	-6
O=c1c2ccccc2nc(/C=C\c2ccc(F)c(F)c2)n1-c1cccc(Cl)c1	0.0	-10	0.0	-3
O=C(Cn1c2ccccc2c2cn[nH]c(=O)c21)N1CCC2(CC1)OCCO2	0.3	13	-0.1	-11
Cc1ccc(OCC(=O)N2CCN(C)CC2)c(Br)c1	0.1	13	0.1	-16
CCNc1nc2[nH]c(=O)c3c(c2s1)OC(N)=C(C#N)C3c1cccs1 (configuration not stated)	0.3	9	0.7	-2
COC1CCCCC1NCCc1ccc(F)cc1 (configuration not stated)	0.6	33	-1.6	8
O=C(Nc1ccc(Cl)cc1Cl)c1c(O)c2c(n(Cc3ccccc3)c1=O)CCCC2	0.0	-2	1.9	4
C=Cn1ccnc1P(=S)(c1nccn1C=C)C1CCCCC1	-0.2	-5	1.5	8
CSc1ccc(C2N(c3cc(C)on3)C(=O)C3CCCN32)cc1 (configuration not stated)	-0.1	-5	-1.1	4

Single records, as listed above. Screens in order: FBW7 activator, MITF primary, GPR151 activ, TEAD-YAP inh
`CCNc1nc2[nH]c(=O)c3c(c2s1)OC(N)=C(C#N)C3c1cccs1` (configuration not stated) as listed: 0.3, 9, 0.7, -2
`O=c1c2ccccc2nc(/C=C/c2ccc(O)cc2)n1-c1ccccc1` as listed: -0.1, -3, -0.2, 6
`CSc1ccc(C2N(c3cc(C)on3)C(=O)C3CCCN32)cc1` (configuration not stated) as listed: -0.1, -5, -1.1, 4
`COC1CCCCC1NCCc1ccc(F)cc1` (configuration not stated) as listed: 0.6, 33, -1.6, 8
`CCN1C[C@]2(COC(=O)c3ccccc3N3C(=O)C[C@H](C)C3=O)CC[C@H](OC)[C@@]34C2[C@H](OC)[C@](O)(C13)[C@@]1(O)C[C@H](OC)[C@H]2C[C@@H]4[C@@H]1[C@H]2OC` as listed: 0.6&-0.1, 3&34, -1.4&-0.1, 3

Continued.
Compound	FBW7 activator	MITF primary	GPR151 activ	TEAD-YAP inh
C=CCC(O)(CC=C)C(N)Cc1ccccc1 (configuration not stated)	0.5	3	0.3	2
CN(C(=O)Cc1ccc(Cl)c(Cl)c1)C(CN1CCCC1)c1cccc(OCC(=O)O)c1 (configuration not stated)	0.0&-0.1	-8&-4	-0.5&0.8	-3
Cc1nc(COC(=O)C(O)(c2ccccc2)c2ccccc2)cs1	-0.2	-4	-0.3	-7
CC[C@H](C)[C@@H]1NC(=O)[C@H]2CN(Cc3cccc(C)n3)CCN2C1=O	0.0	-11	1.3	-9
COc1cc(OC)c(CN2CCN(C)CC2)cc1Br	0.0	62*	0.6	0
N=C1c2ccccc2CN1CC(=O)c1ccc(Br)cc1	-0.1	3	-0.5	18
COc1ccc(-n2c(/C=C/c3ccc(O)cc3)nc3ccccc3c2=O)cc1	-1.0	10	0.5	1
Cc1noc(C)c1C(=O)N1CCC2(CC1)OCCO2	0.0	19	0.1	1
Cc1[nH]c2ccccc2c1/C=N/O	0.0	4	0.0	1
C[n+]1c[nH]n2cc(-c3ccc([N+](=O)[O-])cc3)nc21	-0.1	-11	0.8	-16
CC(=O)c1c(C)n(CC2CCCO2)c2ccc(O)cc12 (configuration not stated)	0.0	4	0.8	-7
CCOC(=O)c1c(C)n(Cc2ccccc2)c2ccc(OCC(O)CN3CCN(Cc4ccccc4)CC3)cc12 (configuration not stated)	-0.4	-2	-1.4	-7
Cc1ccc(-n2c(/C=C/c3cc(Br)cs3)nc3ccccc3c2=O)cc1	-0.1	8	-0.9	0
CN1CCN(Cc2ccc(OC3CCCC3)cc2)CC1CCO (configuration not stated)	-0.3	1	0.8	-5
Cc1[nH]c2ccccc2c1C1=CCNCC1	-0.2	-4	0.7	-2
Cc1ccccc1NC(=O)C1C(C)(C)C1(C)C	0.0	0	9.3*	6
CCc1ccc(CN2CCN(Cc3ccc(Cl)cc3)CC2)cc1	-0.3	76*	-0.5	4
O=C(O)C1C2C(=O)OCC12Br (configuration not stated)	0.8	10	-0.4	8
COc1cc2c(cc1OC)C(C)NCC2 (configuration not stated)	-0.1&0.0&0.1	8&1&-14	2.8&0.9&-1.4	11&1
CC(=O)N(C1=NCCCS1)c1ccccc1	1.1	22	-0.3	-1

New compounds follow.
Compound	FBW7 activator	MITF primary	GPR151 activ	TEAD-YAP inh
NC1=C([N+](=O)[O-])C(c2ccc3c(c2)OCO3)c2c(c3ccccc3oc2=O)O1 (configuration not stated)	0.0	29	-0.6	12
CC(C)c1ccc(C2NCCc3[nH]cnc32)cc1 (configuration not stated)	0.8	40	-0.5	8
CCN(CC)C(=O)N[C@@H]1C[C@@H]2c3cccc4[nH]cc(c34)C[C@H]2N(C)C1	-0.1	6	-0.9	11
COc1ccc(CCNCC2CC=CCC2)cc1 (configuration not stated)	-0.1	27	-1.6	-2
N#Cc1ccc(NC(=O)CON2C(=O)CCC2=O)cc1Cl	-0.1	1	-1.4	-6
O=c1ccc2c(O)c3ccoc3cc2o1	0.0	20	0.1	-14
CC(=O)c1ccc(N2CCN(Cc3ccc(Cl)cc3)CC2)cc1	-0.1	8	0.2	-17
COC(=O)N1CCC(N/C(N)=N/[N+](=O)[O-])CC1	0.0	-11	-0.3	-1
CCN(CC)P1(=S)/C(=C2/N(C)c3ccccc3C2(C)C)C=NN1C (configuration not stated)	-0.2	-16	1.2	3
CN1C2CCC1CC(OC(=O)CCN1CCCC1)C2 (configuration not stated)	0.4	1	-2.0	-12
COc1ccc(N2C(=O)NC(=O)/C(=C/c3cc4c(cc3Cl)OCO4)C2=O)cc1	0.0	7	1.9	4
C/C(=C\C(=O)NC(C)Cc1ccccc1)c1ccccc1 (configuration not stated)	0.0	8	0.8	-29
O=C(Cn1c[n+]([N-][N+](=O)[O-])cn1)Nc1ccc([N+](=O)[O-])cc1	0.4	17	-1.2	18
CN1C2CCC1CC(OC(c1ccccc1)c1ccc(Cl)cc1)C2 (configuration not stated)	-0.3&-0.1	11&13	-0.8&0.7	9
CCCCn1c(=O)c(C(=O)Nc2cccc(C)c2C)c(O)c2ccccc21	-0.1	-6	-1.1	-19
COc1ccc(OC)c(CNCCc2ccccc2)c1	0.1	45	4.1	1
O=[N+]([O-])N(CCCCN(CN1CCOCC1)[N+](=O)[O-])CN1CCOCC1	0.2	5	0.3	-6
CN1CCN(c2nc(Cl)ncc2F)CC1	0.2	0	-1.5	2
CN1CCc2[nH]c(=S)c(C#N)c(-c3ccsc3)c2C1	0.0	16	-0.1	5
CC(=O)Nc1ccc(N2CCN(C)CC2)c(Cl)c1	-0.1	15	1.2	-6

The list goes on:
Compound	FBW7 activator	MITF primary	GPR151 activ	TEAD-YAP inh
Cc1ccc2nc3c(cc(C#N)c(=O)n3CCc3ccccc3)c(=O)n2c1	0.0	2	-0.3	0
O=[N+]([O-])c1ccc(NCc2ccccc2)c2nonc12	0.0	15	-4.7	-1
CCCC(=O)N[C@H]1CCOC1=O	.	5	2.0	.
O=C1NC(=O)C(CCc2ccncc2)(Cc2cccc(Cl)c2Cl)C(=O)N1	0.2	2	-0.6	-2
COc1cccc(C(c2c(O)[nH]c(=S)[nH]c2=O)N2CCOCC2)c1OC (configuration not stated)	-0.1	9	-0.2	-12
CNS(=O)(=O)c1ccc(N=Cc2c(O)n(-c3ccc(C)cc3)c(=O)[nH]c2=O)cc1	0.0	-5	2.0	3
CCOC(=O)C1C2NC(=S)N(c3ccc(Cl)cc3)C1(C)Oc1c(OC)cccc12 (configuration not stated)	-0.6	26	1.2	62*
CCN(CC)C(=O)c1ccc(NC(=O)c2ccccn2)cc1	0.0	-6	-9.6	42*
CNC(=O)Oc1ccc2ncccc2c1	0.7	15	-0.4	12
O=C1CCN(C(=O)Cc2ccccc2[N+](=O)[O-])CC1	0.6	11	0.3	4
CCc1ccccc1N1C(=O)NC(=O)/C(=C\c2ccc(OCC(=O)O)c(Cl)c2)C1=O	-0.6	3	1.1	1
O=C1NC(=S)NC(=O)C12C(c1ccc(F)cc1)NC(=S)NC2c1ccc(F)cc1 (configuration not stated)	-0.2	2	-0.8	5
Cc1ccc(C2SCC(=O)Nc3c2c(=O)[nH]n3C(C)C)cc1 (configuration not stated)	-0.1	-2	-0.6	-7
C=C(C)[C@H]1CN[C@H](C(=O)O)[C@H]1CC(=O)O	0.3&-0.1&0.0&0.0&0.0	-3&24&0&1&-4&15	7.6*!	-3&1&-2&-4
COCCNC(=O)Cn1cc(C(=O)c2ccccc2F)c2ccccc21	0.0	19	1.8	7
CC(C(=O)Nc1ccc(Cl)cc1C(=O)c1ccccc1)N1C(=O)c2ccccc2C1=O (configuration not stated)	0.1	-4	-1.1	0
CCOP(=O)(OCC)C(NC(=O)C(C)C)C(Cl)(Cl)Cl (configuration not stated)	0.0	-6	0.2	-9
CN1C(=O)NC(=O)/C(=C\c2ccoc2)C1=O	-0.4	41	-0.2	0
Cn1c(O)c(C=NC2CCCCC2)c(=O)[nH]c1=S	-0.4	-2	-0.1	4
O=C(O)CN([N+](=O)[O-])S(=O)(=O)c1ccccc1	-0.1	9	1.7	-3
